Compound activity as filed in PubChem.
Abeta rescue = A-beta toxicity reversal in yeast; AID 1347071; yeast expressing A-beta42, growth rescue, OD600, 48 h; response scale: 0% DMSO, 100% iron-clioquinol control; Potency, µM (titrated, usually from 46.1 µM), for the others: at the top dose growth rescue, usual class: activators; 410,000 tested, 0.063% active; also: nearly all actives have a fitted effect of over 55% in size
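Yeast growth medium received pinned compounds, then yeast cells expressing toxic A-beta were added; plates incubated at 30 C for 48 hr. Growth read as absorbance at 600 nm, normalized to DMSO and equimolar FeCl3 plus clioquinol controls.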
FUS yeast rescue = FUS proteinopathy suppression in yeast. S. cerevisiae FUS-expressing, growth rescue, OD600, 24 h. 390,000 tested, 0.24% active. Potency, µM (doses to about 76.6 µM), for the others: at the top dose growth rescue (activation), most hits filed as activators;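 also: plate controls were DMSO vehicle for no effect and reference control for full effect; nearly all actives have a fitted effect of over 55% in size; some results filed as inactive show a strong effect at the top dose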
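Steps: raffinose overnight preculture; dilution to OD 0.005 in 2% galactose minimal medium; compound addition (concentration series); 24hr at 30C, 99% humidity; absorbance read at 600 nm.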
* hit, by the source's call; u = inconclusive; [ ] = dose if it differs, or a comment. Calls follow the shape of the dose curve; as a rule, active = well fitted activation curve with a large enough effect; inconclusive = small, poorly fitted or top-dose-only effect; inactive = no such curve, though single readings can be large or run the other way. Potency is read from the fitted curve at half-maximal effect. The list is partial, so the mix of outcomes need not match the whole.

SMILES	Abeta rescue	FUS yeast rescue
Cc1cccc(C)c1NC(=O)c1nc(SC(C)C)ncc1Cl	-24%	11%
COc1cc2c(=O)n(Cc3ccccc3Cl)c(=O)n(CC(=O)Nc3ccccc3)c2cc1OC	-5%	12%
CCOC(=O)Cc1ccc(NC(=O)Nc2cc3c(cc2N2CCCCC2)n(C)c(=O)n3C)cc1	11%	-1%
COc1cc(Cn2c(=O)sc3ccccc32)ccc1OC(C)C	-10%	-1%
O=S(=O)(NCc1nc2cccnc2n1Cc1ccccc1Cl)c1ccc2c(c1)CCCC2	0%	-10%
Cc1ccc(-n2ncc3c(NCc4ccccc4)ncnc32)cc1C	2%	1%
Cc1cc(OCC(=O)NC(Cc2c[nH]c3ccccc23)C(=O)O)ccc1Cl (centres undefined)	-5%	4%
Cn1c(=O)c(C(=O)O)nn(-c2ccccc2)c1=O	-3%	4%
Cc1ccc(-n2ncc3c(N(C)Cc4ccccc4)ncnc32)cc1	1%	19%
Cc1ccc(Cn2c(CNC(=O)c3cccc(C)c3)nc3ccccc32)cc1	2%	-14%
CCS(=O)(=O)c1ncc(N(Cc2ccco2)Cc2sccc2C)c(C(=O)Nc2ccc(C)cc2C)n1	16%	16%
CS(=O)(=O)N(CC(=O)NCCc1ccccc1)c1cc(C(F)(F)F)ccc1Cl	-8%	20%
O=C(NCC(c1cccs1)S(=O)(=O)c1cccs1)c1ccc(Cl)cc1 (centres undefined)	6%	22%
O=C(NCCc1ccc(F)cc1)C(=O)NCC(c1cccs1)S(=O)(=O)c1cccs1 (centres undefined)	-6%	11%
COc1cc(C(=O)Nc2ccc3nn(-c4ccc(F)cc4)nc3c2)cc(OC)c1OC	-1%	13%
COc1ccc(C2CC(=O)c3cnc4c(-c5ccccc5)c(C)nn4c3C2)c(OC)c1 (centres undefined)	-20%	-1%
COC(=O)c1ccc(-n2nnc(-c3nc(-c4ccc5c(c4)OCO5)no3)c2C)cc1	-2%	6%
O=C(Nc1ccccc1F)c1nc(S(=O)(=O)Cc2ccccc2F)ncc1Cl	-82%[inhibitor]	5%
CCn1c(=O)cc(SCC(=O)NCCc2ccc(OC)cc2OC)c2ccccc21	-1%	30%
CCCn1c2ccccc2c2cnn(CC(=O)NCc3ccc(OC)cc3)c(=O)c21	-5%	-23%
Cc1ccc2nc3sc(C(=O)NCCCN(C)c4ccccc4)cc3cc2c1	-5%	30%
Cc1ccccc1CN1C(=O)c2ccccc2S(=O)(=O)c2ccc(C(=O)OCC3CCCO3)cc21 (centres undefined)	-12%	31%
O=S(=O)(Nc1ccc(-c2ccc(N3CCCC3)nn2)cc1)c1ccc(OC(F)(F)F)cc1	-9%	8%
O=C(Nc1cc(Cl)ccc1Cl)C1(c2cccs2)CCOCC1	-5%	14%
CCOc1cccc(-c2nc3ccccc3c(=O)o2)c1	-32%	-3%
CCOC(=O)c1ccc(NC(=O)Cn2cnc3sc(C(=O)OCC)c(C)c3c2=O)cc1	-5%	-25%
Cc1ccc(N(CC(=O)Nc2cccc(Cl)c2C)S(=O)(=O)c2c(C)noc2C)cc1	7%	-7%
COc1cc(OC)cc(-c2nc3nc(C)c(CCC(=O)Nc4ccc(C)cc4C)c(C)n3n2)c1	-12%	-4%
Cc1cc(-c2ccc(C)c(S(=O)(=O)N(C(C)C)C3CCCCC3)c2)on1	-2%	12%
Cc1ccc(NC(=O)CN2CCCN(Cc3ccccc3Cl)S2(=O)=O)c(C)c1	-16%	u
CCc1nnc(NC(=O)CSc2nccn2Cc2ccc(C)cc2)s1	-8%	8%
CCOC(=O)c1c(S(=O)(=O)NCC(=O)N2CCN(c3cc(C)ccc3C)CC2)c(C)n(C)c1C	4%	10%
O=C(Nc1ncc(Cc2ccccc2Cl)s1)c1ccc2c(c1)CC(c1ccccc1)OC2=O (centres undefined)	-16%	-10%
CCC1=C(c2ccc(C)cc2)S(=O)(=O)N=C1N1CCC(C(=O)NCc2ccc(C)cc2)CC1	-5%	-2%
Nc1cc(=O)nc(SCC(=O)Nc2ccc(F)cc2)n1CCc1ccccc1	8%	16%
COC(=O)c1sc(N2C(=O)c3oc4ccc(C)cc4c(=O)c3C2c2ccc(OC)cc2)nc1C (centres undefined)	-15%	-26%

Shown in markdown: entries from further up
| mol | Abeta rescue | FUS yeast rescue |
| --- | --- | --- |
| CCn1c(=O)cc(SCC(=O)NCCc2ccc(OC)cc2OC)c2ccccc21 | -1% | 30% |
| CCCn1c2ccccc2c2cnn(CC(=O)NCc3ccc(OC)cc3)c(=O)c21 | -5% | -23% |
| Cc1ccc2nc3sc(C(=O)NCCCN(C)c4ccccc4)cc3cc2c1 | -5% | 30% |
| Cc1ccccc1CN1C(=O)c2ccccc2S(=O)(=O)c2ccc(C(=O)OCC3CCCO3)cc21 (centres undefined) | -12% | 31% |
| O=S(=O)(Nc1ccc(-c2ccc(N3CCCC3)nn2)cc1)c1ccc(OC(F)(F)F)cc1 | -9% | 8% |
| O=C(Nc1cc(Cl)ccc1Cl)C1(c2cccs2)CCOCC1 | -5% | 14% |
| CCOc1cccc(-c2nc3ccccc3c(=O)o2)c1 | -32% | -3% |
| CCOC(=O)c1ccc(NC(=O)Cn2cnc3sc(C(=O)OCC)c(C)c3c2=O)cc1 | -5% | -25% |
| Cc1ccc(N(CC(=O)Nc2cccc(Cl)c2C)S(=O)(=O)c2c(C)noc2C)cc1 | 7% | -7% |
| COc1cc(OC)cc(-c2nc3nc(C)c(CCC(=O)Nc4ccc(C)cc4C)c(C)n3n2)c1 | -12% | -4% |
| Cc1cc(-c2ccc(C)c(S(=O)(=O)N(C(C)C)C3CCCCC3)c2)on1 | -2% | 12% |
| Cc1ccc(NC(=O)CN2CCCN(Cc3ccccc3Cl)S2(=O)=O)c(C)c1 | -16% | u |
| CCc1nnc(NC(=O)CSc2nccn2Cc2ccc(C)cc2)s1 | -8% | 8% |
| CCOC(=O)c1c(S(=O)(=O)NCC(=O)N2CCN(c3cc(C)ccc3C)CC2)c(C)n(C)c1C | 4% | 10% |
| O=C(Nc1ncc(Cc2ccccc2Cl)s1)c1ccc2c(c1)CC(c1ccccc1)OC2=O (centres undefined) | -16% | -10% |
| CCC1=C(c2ccc(C)cc2)S(=O)(=O)N=C1N1CCC(C(=O)NCc2ccc(C)cc2)CC1 | -5% | -2% |

(list continues)
SMILES	Abeta rescue	FUS yeast rescue
COc1ccccc1NC(=O)C1=C(C)Nc2c(C(=O)Nc3cccc(C)c3)cnn2C1c1ccccc1Cl (centres undefined)	-2%	27%
Cc1ccc(S(=O)(=O)c2nnn3c2nc(N2CCCCC2)c2sccc23)cc1	-13%	-7%
COc1ccc(C)cc1NC(=O)N1CCN(S(=O)(=O)c2ccc3c(ccn3C)c2)CC1	-16%	u
CC1CCc2nc3ncn(CC(=O)Nc4cccc(C#N)c4)c(=O)c3cc2C1 (centres undefined)	-18%	7%
CCOc1ccc(S(=O)(=O)c2cn(Cc3ccccc3)c3ccc(OCC)cc3c2=O)cc1	10%	-7%
Fc1ccc(-c2nc(-c3cccs3)c(-c3cccs3)[nH]2)cc1	0%	5%
COc1ccc(C2c3c(n(C)c4ccccc34)C(=O)N2CC(=O)Nc2ccc(Cl)cc2)cc1 (centres undefined)	-11%	14%
COc1ccc(NS(=O)(=O)c2cc(-c3onc(C)c3C)ccc2C)c(OC)c1	-4%	u
O=C(Nc1nonc1-c1ccc(Cl)cc1)c1ccccc1F	-13%	-13%
Cc1nn2c(=O)cc(COC(=O)c3ccc(NC(=O)COc4ccccc4F)cc3)nc2s1	-16%	22%
CCCOc1ccc(C2=NC(c3ccc(F)cc3)=Nc3ccc(OC)cc3N2)cc1	-15%	u
COc1ccccc1-c1cc(C(=O)Nc2ccccc2C(F)(F)F)no1	-5%	38%
CC(=O)c1cccc(NC(=O)CC(c2ccc(C)cc2)N2Cc3ccccc3C2=O)c1 (centres undefined)	-15%	-1%
CCN(CC)C(=O)C1CCCN(c2ncnc3c2nc2n3CCCCC2)C1 (centres undefined)	-20%	12%
COc1cccc(CNC(=O)CSc2nc3ccccc3nc2Cc2ccc(C)cc2)c1OC	2%	-2%
O=C(c1cccn1-c1nnc(N2CCCC2)s1)N1CCN(c2ccc(F)cc2)CC1	-19%	23%
COc1cccc(NC(=O)CC2Nc3cc(C)c(C)cc3NC2=O)c1 (centres undefined)	-32%	23%
Clc1ccc(-n2c(Cc3ccccc3)nnc2SCc2nc(-c3cccs3)no2)cc1	-9%	4%
COc1ccc(C(=O)Nc2ccc(-c3nnc4n3CCCCC4)cc2)cc1OC	1%	13%
CC1=C(C(=O)Nc2cccc(C(F)(F)F)c2)C(c2ccccn2)n2ncnc2N1 (centres undefined)	-18%	-6%
Cc1ccc2[nH]cc(C(c3ccccc3)c3cccs3)c2c1 (centres undefined)	-8%	-3%
COc1ccc(-n2c(=O)c3c4c(sc3n(CC(=O)N3CCCCC3C)c2=O)CCC4)c(OC)c1 (centres undefined)	-7%	36%
COc1ccc(-c2cc(C)no2)cc1S(=O)(=O)N1CCCC(C)C1 (centres undefined)	-2%	24%
Cc1ccc(CNc2nc3ccccc3n3c(C)nnc23)cc1	8%	-9%
CC(=O)c1ccc(NC(=O)c2ncn(-c3ccccc3)n2)cc1	-10%	-14%
CCOc1ccc(CC(=O)NCc2ccc3c(c2)CCN3C(=O)c2ccc(F)cc2)cc1OCC	-3%	-15%
CCc1cccc(NC(=O)CSc2ncc3c(n2)-c2ccccc2N(Cc2ccccc2C)S3(=O)=O)c1	-2%	-9%
CCCCN(C)CCCNC(=O)CN1C(=O)COc2ccc(S(=O)(=O)N3CCC(C)CC3)cc21	-8%	-2%
COc1cc(-c2noc(CSc3nc(-c4ccccc4)cc(=O)[nH]3)n2)cc(OC)c1OC	1%	21%
COc1ccc(N2CC(NC(=O)C(c3ccccc3)c3ccccc3)CC2=O)cc1 (centres undefined)	-9%	21%
CCc1cc(=O)[nH]c(SCc2nc(-c3ccc(C(F)(F)F)cc3)no2)n1	-5%	-1%
CCS(=O)(=O)n1nc(-c2ccco2)nc1NCc1ccc(C(C)C)cc1	u	26%
COc1ccc(C(=O)Oc2cc(-c3ccc4c(c3)OCO4)cc(=O)c3c(C)oc(C)c23)cc1	-3%	u
COc1ccc(C(C(=O)NCc2ccccc2)N(C(=O)Cn2nnc3ccccc32)c2ccc(F)cc2)cc1 (centres undefined)	-2%	-13%
Cc1ccc2occ(CC(=O)N(Cc3ccccc3Cl)C3CCS(=O)(=O)C3)c2c1 (centres undefined)	29%	u
Cc1ccc(Cc2c(C)nn(-c3nc(C)c(C(=O)N4CCCCC4C)s3)c2C)cc1 (centres undefined)	16%	-12%
CCOC(=O)c1cc2c(=O)n3ccccc3nc2n(CC(C)C)c1=NC(=O)COc1ccc(Cl)cc1	-19%	5%
Oc1c(Br)cc(Br)cc1-c1nc2ccccc2s1	-22%	-2%
CCOC(=O)CC(NC(=O)Cn1nnc(-c2ccc(C(F)(F)F)cc2)n1)c1ccc(OC)cc1 (centres undefined)	5%	-13%
CCOC(=O)c1ccc(N2C(=O)c3n[nH]c(-c4ccco4)c3C2c2ccc(O)c(OCC)c2)cc1 (centres undefined)	-11%	9%
Cc1ccc(NC(=O)Cn2c(=O)n(CCCCCC(=O)NCc3ccc(F)cc3)c(=O)c3sccc32)c(C)c1	-5%	-5%
CCCCCn1c(CCCNC(=O)c2cccc(C)c2)nc2ccccc21	0%	u
Cc1ccccc1OCc1nc2c3cnn(-c4ccccc4Br)c3ncn2n1	-4%	-19%
CCCCN1C(=O)CN(C2CCCCCC2)C(=O)C1c1ccc(OC(C)C)c(OC)c1 (centres undefined)	3%	28%
COc1ccc(C)cc1NC(=O)c1oc2ccc(S(=O)(=O)N3CCC4(CC3)OCCO4)cc2c1C	-8%	14%
O=C1C2=C(Nc3ccccc3SC2c2ccc(Cl)c(Cl)c2)c2ccccc21 (centres undefined)	-6%	4%
CCOc1ccc(NC(=O)Cn2c(=O)n(-c3ccccc3)c(=O)c3c4c(sc32)CCCC4)cc1	-4%	-19%
O=C(CSc1nc(-c2cccs2)nc2cc(=O)[nH]n12)Nc1cccc(C(F)(F)F)c1	-8%	44%
CCc1cccc(C)c1Nc1c(-c2ccc(F)cc2)nc2sccn12	-7%	1%
Cc1ccc(C(=O)N2CCc3cc(CNS(=O)(=O)c4ccc(Cl)s4)ccc32)cc1	8%	2%
O=C(Nc1ccccc1)c1cn(-c2ccccc2)nc1-c1ccccc1	-15%	-12%
Cc1ccc(C)c(NC(=O)CN(Cc2ccccc2)S(=O)(=O)c2ccc3nc(C)sc3c2)c1	-2%	10%
CCCC12CN3CC(C)(CN(C1)C3c1cn(C)c3ccccc13)C2=O (centres undefined)	-16%	-10%
O=C(CCC(=O)N1CC2CCCN2c2ccccc21)NCc1ccc(F)cc1 (centres undefined)	4%	12%
O=C(COc1ccccc1Cl)N(Cc1cccc(F)c1)C1CCS(=O)(=O)C1 (centres undefined)	u	5%
CSc1ncc(Cl)c(C(=O)Nc2c(C(=O)c3ccc(C)c(F)c3)oc3ccccc23)n1	-7%	-9%

Two consecutive records already listed:
SMILES	Abeta rescue	FUS yeast rescue
CCCC12CN3CC(C)(CN(C1)C3c1cn(C)c3ccccc13)C2=O (centres undefined)	-16%	-10%
O=C(CCC(=O)N1CC2CCCN2c2ccccc21)NCc1ccc(F)cc1 (centres undefined)	4%	12%
